Screening data from PubChem.
KOR beta-arrestin-1: KOR antagonists, beta-arrestin recruitment, cell-based, luminescence, uHTS (AID 1778); KOR beta-arrestin recruitment, luminescence, antagonist mode; higher % means a stronger effect; inhibition, % at 10 µM; hits with a dose series show IC50 in µM; actives 0.091% (n = 290,000); note: strong numbers were not always called active
T cell HTS: T cell immune modulation candidate | 2C CD8+ T cell-vesicle binding, flow cytometry; hits give low values | calls only at 7 µM | actives 0.068% (n = 330,000);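 active = response, share of CD8 T cells binding vesicles, and their 90th percentile fluorescence all below set limits, cut at about 80% in these data, passing the limit was not always enough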
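Material: murine 2C transgenic CD8+ T lymphocytes / Also added: QL9-peptide-loaded Drosophila micro-vesicles bearing Ld, ICAM-1 and B7-1 / Schedule: binding step 1.5 h, 37 °C, antibody labelling 20 min, ice / Signal: flow cytometry, PE anti-B7-1 (FL2) versus Alexa647 anti-CD8 (FL8), PFA-fixed / Evaluation: percent CD8+ FL2 mean versus row control / Benchmarks: naked versus QL9-loaded vesicles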
NOD2 inhibition: NOD2 signaling inhibitors, cell-based, luminescence, uHTS, HEK293 (AID 1566); actives 0.63% (n = 290,000); HEK293 NOD2/NF-kB luciferase reporter, luminescence; higher % means a stronger effect; one-dose inhibition, % at 4 µM; EC50 in µM for titrated hits; note: many of its hits are not listed in these tables
GPR55 antagonists: GPR55 antagonists blocking LPI-driven arrestin recruitment, primary screen, imaging, U2OS, beta-arrestin-GFP, LPI agonist (AID 2013) | actives 0.13% (n = 290,000) | inhibition, % at 10 µM, or IC50 in µM where a hit was titrated | U2OS GPR55 beta-arrestin-GFP translocation imaging, LPI antagonism; higher % means a stronger effect;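 active = spots per cell inhibited over 60%, with over 100 cells counted and total cytoplasm intensity under 500,000; inconclusive = wells with under 100 cells, flagged as likely toxic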;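 note: U2OS cells stably carrying GPR55 and arrestin-GFP stimulated by 5 µM LPI near EC80; imaged beta-arrestin-GFP aggregate spots per cell after agonist stimulation; plate controls were LPI-stimulated DMSO wells for no effect and DMSO wells without LPI for full effect; some results filed as inactive read as strong as hits; confirmed hits need IC50 under 10 µM and bright autofluorescent wells are also inconclusive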
Myeloid diff 2: compounds promoting myeloid differentiation; calls only at 10 µM; actives 1% (n = 360,000); ER-HoxA9 myeloid progenitors, lysozyme-GFP differentiation, flow cytometry; AID 624256;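 active = normalized GFP-positive differentiation at or above the plate's own cutoff, the solvent-only control mean plus 3 SD; inconclusive = no clear call, values can overlap the other calls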;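 note: cells exposed to compound for four days before flow analysis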
GPR55 activation: selective activators of receptor GPR55 – imaging, U2OS cells, beta-arrestin-GFP redistribution, primary screen (AID 1961). U2OS GPR55 beta-arrestin-GFP redistribution imaging; higher % means a stronger effect. activation, % at 10 µM, or EC50 in µM where a hit was titrated. actives 0.048% (n = 290,000);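 active = activation above 40% with more than 50 cells counted in the well; inconclusive = wells holding fewer than 50 cells, flagged as toxic or sparse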;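 note: U2OS osteosarcoma cells stably expressing GPR55 and beta-arrestin-GFP; plate controls were DMSO negative control for no effect and LPI positive control for full effect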
NOD1 inhibition: inhibition of NOD1-driven NF-kB reporter – cell-based, luminescence, uHTS, primary screen (AID 1578); NOD1-driven NF-kB luciferase reporter cells, luminescence; higher % means a stronger effect; inhibition, % at 4 µM, or EC50 in µM where a hit was titrated; actives 1% (n = 290,000); in the data active = inhibition mostly above about 36%, no sharp cut-off; inactive = mostly below about 34%;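 note: HEK-293T reporter cells stimulated with the NOD1 agonist gamma-tri-DAP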
KOR beta-arrestin-2: KOR agonists, beta-arrestin recruitment, primary screen, cell-based, luminescence, uHTS (AID 1777); KOR beta-arrestin recruitment, luminescence; higher % means a stronger effect; activation, % at 10 µM, or EC50 in µM where a hit was titrated; actives 0.02% (n = 280,000); in the data active = activation above about 50%, passing the limit was not always enough; note: a part of the inactive calls stands beside numbers as strong as those of hits
NTR1 ag: agonists of NTR1, primary screen, imaging, U2OS cells, beta-arrestin-GFP, high content (AID 493036) | P30989 | actives 0.17% (n = 330,000) | activation, % at 20 µM | NTR1-U2OS beta-arrestin-GFP spot imaging, agonist mode;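 active = activation at or above 40% of the spot to cytoplasm intensity ratio, with at least 20 cells analyzed; inconclusive = wells under 20 cells, flagged as cytotoxic or low count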;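 note: 0% = DMSO without peptide and 100% = 100 nM NTR1 peptide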
Target sequence (P30989 whole entry, looked up): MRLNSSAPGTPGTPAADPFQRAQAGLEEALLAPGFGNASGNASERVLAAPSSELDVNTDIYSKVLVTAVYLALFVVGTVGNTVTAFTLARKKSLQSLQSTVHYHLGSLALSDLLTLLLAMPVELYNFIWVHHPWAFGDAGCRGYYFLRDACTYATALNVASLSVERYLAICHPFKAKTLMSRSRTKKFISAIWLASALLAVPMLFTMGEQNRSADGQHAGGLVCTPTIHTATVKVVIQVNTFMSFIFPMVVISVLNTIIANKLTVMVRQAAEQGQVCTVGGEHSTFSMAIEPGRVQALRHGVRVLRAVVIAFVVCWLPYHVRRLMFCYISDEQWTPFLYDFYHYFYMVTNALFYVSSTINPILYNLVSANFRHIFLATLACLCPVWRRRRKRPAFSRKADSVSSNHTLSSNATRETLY
T cell HTS vesicle-bound %: second read-out of T cell HTS, no call of its own (marks repeat the call); double positive events, %; measured here: CD8+ vesicle-bound cell fraction;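 binding gate set so that unloaded-vesicle control wells show 10% double positive cells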
NTR1 ag cell count 20 µM: recorded beside NTR1 ag, whose call it bears; cell count; measured here: cell count, cytotoxicity flag
Myeloid diff 2 GFP+ MAC1+ %: second read-out of Myeloid diff 2, no call of its own (marks repeat the call); GFP+ MAC1+ double positive, %; measured here: differentiation confirmed by MAC1 staining
* hit, by the source's call; i = inactive; ? = inconclusive; / = no result given; + = active, no number; [ ] = another dose, or the depositor's remark. Cut-off read from the data, not from the text of the source, unless noted: active = inhibition above about 50%; inactive = the rest.

SMILES	KOR beta-arrestin-1	T cell HTS	T cell HTS vesicle-bound %	NOD2 inhibition	GPR55 antagonists	Myeloid diff 2	Myeloid diff 2 GFP+ MAC1+ %	GPR55 activation	NOD1 inhibition	KOR beta-arrestin-2	NTR1 ag	NTR1 ag cell count 20 µM
CCS(=O)(=O)N1Cc2ccccc2CC1C(=O)NCC12CC3CC(CC(C3)C1)C2 (stereo unspecified)	-25%	i	24	-5%	18%	i	2.1	0.0%	2%	-1.9%	2.4	99
Fc1cc(F)cc(NC(=S)N2CCN(c3ncccn3)CC2)c1	-6%[20 µM]	i	42	8%	7%	i	0.7	-0.1%	-16%	-1.5%	-0.2	71
CCCN1CCN(CCCNC(=O)CCNC(=O)Cn2ccc3ccccc3c2=O)CC1	-20%	i	42	9%	6%	i	1.5	0.2%	1%	-1.2%	-1.3	93
O=C(Nc1ccccc1)Oc1cccc(Br)c1	5%	i	42	8%	4%	i	0.7	0.4%	-7%	-2.8%	-0.3	73
O=C(NCC1CCCO1)C1CCN(S(=O)(=O)c2cccnc2)CC1 (stereo unspecified)	10%	i	47	4%	17%	i	0.4	-0.1%	-26%	2.4%	1.0	56
O=C(N/C(=C\c1ccc([N+](=O)[O-])cc1)C(=O)N1CCCCC1)c1ccco1	-22%	i	10	-10%	-3%	i	0.6	0.0%	-41%	1.3%	0.7	44
CSc1nc2sc3c(c2c(=O)n1CC(C)C)CC(C)(C)OC3	15%	i	22	4%	-2%	i	0.0	-0.2%	-4%	-4.6%	5.7	42
O=c1ccc(Oc2nc(N3CCOCC3)nc(N3CCOCC3)n2)nn1-c1ccccc1	-30%	i	4	7%	-14%	i	9.5	0.0%	31%	0.6%	-0.1	67
CC1CCN(CCCNC(=O)Cn2ncc3c([nH]c4ccccc43)c2=O)CC1	-19%	i	24	-2%	-5%	i	0.0	-0.1%	-16%	-1.7%	1.7	54
Cc1ccc(C(=O)N2CCCC(CCC(=O)N3CCN(c4ccccn4)CC3)C2)cn1 (stereo unspecified)	1%	i	31	5%	11%	i	1.0	-0.1%	-17%	4.3%	0.7	69
CSc1nc2sc3c(c2c(=O)n1C1CCCCC1)CCN(C)C3	12%	i	27	2%	20%	i	1.5	0.2%	-3%	-1.2%	-1.4	60
O=C1Nc2ccccc2C1(O)C/C(=N/O)c1ccccc1 (stereo unspecified)	-19%	i	55	5%	1%	i	0.2	-0.6%	-30%	-3.0%	-0.9	26
CCC(C)NC(=O)C1(C)CCC(=O)N1Cc1ccccc1OC (stereo unspecified)	31%	i	50	9%	2%	i	1.0	0.0%	/	-3.6%	0.4	51
COc1ccccc1OCc1nnc(SCC(=O)Nc2nnc(C3CC3)s2)n1C	-18%	i	24	4%	-12%	i	0.8	-0.2%	-50%	-0.5%	-2.1	45
CCOc1ccc(/C=C/C(=O)c2c(O)cc(C)oc2=O)cc1	-12%[20 µM]	i	59	-72%	-6%	i	0.3	-0.3%	-31%	0.7%	0.6	58
O=c1[nH]nc(Cc2ccc(Cl)cc2Cl)c2ccccc12	27%	i	30	10%	-7%	i	0.5	-0.2%	28%	4.1%	1.1	50
O=C(CCN1C(=O)C2C3C=CC(C4CC34)C2C1=O)OCC(=O)c1ccccc1 (stereo unspecified)	-29%	i	18	6%	8%	i	0.5	-0.1%	-8%	4.4%	3.2	59
NC(=O)C1CCN(C2=C(Cl)C(=O)c3ccccc3C2=O)CC1	3%	i	38	5%	1%	?	/	0.3%	0%	-2.2%	-0.1	76
Cc1ccc(-c2nc3c(c(=O)[nH]c(=O)n3Cc3ccccc3)n2Cc2ccccc2)o1	-45%	/	/	45%	-8%	i	1.2	1.3%	21%	2.7%	/	/
O=C(C1COc2ccccc2O1)N1CCCC1 (stereo unspecified)	-43%	i	45	-1%	-1%	i	0.2	-0.1%	9%	3.5%	1.0	73
CC1(C)CC2(CC(c3ccc(F)cc3)c3ccc(O)cc3O2)NC(=S)N1 (stereo unspecified)	0%	i	26	18%	12%	i	0.2	1.3%	2%	0.5%	2.6	71
Cc1ccc(NC(=O)NC2=NN(c3ccccc3)C(=O)/C2=C2/CCCN2C)cc1	20%	i	24	-31%	12%	i	0.6	0.2%	-49%	-4.9%	1.5	32
CN(C(=O)COC(=O)c1cccnc1Nc1ccccc1F)C1CCS(=O)(=O)C1 (stereo unspecified)	-2%	i	60	10%	8%	i	0.2	0.5%	-1%	-4.9%	0.1	83
CCn1nc(NC(=O)c2ccncc2)c2cc3ccccc3nc21	2%	i	52	11%	-6%	i	0.4	-0.2%	-8%	1.8%	-2.0	61
CCOc1cccc(-c2nn3c(-c4ccccn4)nnc3s2)c1	-16%	i	44	11%	-3%	i	2.5	-0.2%	-72%	-12%	3.6	76
O=C(Nc1cccnc1)c1cccs1	-9%	i	41	6%	3%	?	/	0.2%	-25%	-3.8%	3.0	59
COC(=O)c1ccc(COC(=O)c2cnc(Cl)c(Cl)c2)cc1	2%	i	43	-30%	-6%	i	0.5	-0.2%	-26%	4.5%	5.8	43
Cc1ccc(SC(C)C(=O)NC2CC2)cc1 (stereo unspecified)	3%	i	5	12%	0%	i	1.1	0.0%	-4%	7.7%	-0.3	60
O=C(CN(C(=O)c1csnn1)c1cccc(C(F)(F)F)c1)NCCc1ccccc1	-19%	i	48	12%	3%	i	0.5	-0.4%	-26%	9.7%	-1.3	57
Cc1ccc(C(=O)OC2CCOC2=O)cc1NC(=O)c1ccco1 (stereo unspecified)	7%	i	20	10%	4%	i	0.6	0.0%	-2%	-2.2%	2.5	48
CCCn1c(-c2ccncc2)n[nH]c1=S	-38%[20 µM]	i	49	14%	11%	i	0.3	0.2%	-16%	/	-0.1	63
O=C1CC(/C=C/c2ccccc2)(C(=O)NC2CCCC2)N1c1ccc(S(=O)(=O)N2CCCC2)cc1 (stereo unspecified)	-50%	i	14	0%	6%	i	2.0	-0.3%	19%	2.9%	-1.2	76
O=C(/C=C/c1ccco1)NC(=S)Nc1ccc(N2CCCC2)cc1	-2%	i	35	-18%	5%	i	0.3	0.9%	24%	-2.2%	4.0	40
O=C(NCCN1CCCC1=O)C1CCC(=O)N(CCc2ccc(Cl)cc2)C1 (stereo unspecified)	-7%	i	4	2%	12%	i	5.9	-0.1%	-25%	5.5%	1.3	58
O=C(C1CCCN(S(=O)(=O)c2ccccc2)C1)N1CCCc2ccccc21 (stereo unspecified)	-21%	i	10	11%	4%	i	0.4	1.0%	-10%	0.8%	-2.7	78
CCOc1ccccc1OCCCCCc1c(C)n[nH]c1C	10%	i	53	21%	28%	+	11*	0.2%	-12%	-0.4%	0.0	90
Cc1ccc(Cn2c(SCC(=O)N/N=C/c3ccccc3OCC(=O)O)nc3ccccc32)cc1	36%	i	31	-38%	-20%	i	0.5	0.3%	-1%	/	-0.4	52
Cc1cccc(N(Cc2ccccc2)C(=O)c2ccc(CS(C)(=O)=O)cc2)c1	4%	i	52	8%	5%	i	1.2	-0.1%	-13%	5.0%	2.5	59
Cc1cc(NC(=O)CCC(=O)N(c2cccnc2)C(C(=O)NC2CCCC2)c2ccccc2)no1 (stereo unspecified)	-9%	i	34	-9%	0%	i	1.1	-0.2%	-7%	0.2%	-0.3	45
COc1ccc(C)cc1N(CC(=O)N1CCCCCC1)S(=O)(=O)c1ccc(C)cc1	22%	i	18	-20%	11%	i	0.4	-0.1%	-20%	2.8%	1.7	63
COCCNc1nnc(SCC(=O)NNC(=O)c2ccccc2)s1	-8%	i	44	8%	2%	i	0.0	0.2%	-17%	2.1%	0.3	42
C/C(=N\N=C\c1cccc(F)c1)c1nnn(-c2nonc2N)c1C	-32%	i	15	12%	12%	i	0.2	0.1%	-3%	5.7%	0.9	75
COc1ccc(S(=O)(=O)N2CCN(C)CC2)c(C)c1	-18%[20 µM]	i	40	0%	-7%	i	0.8	-0.1%	-22%	/	0.3	58
CCCCN(CC)C(=O)CN(C)S(=O)(=O)c1cccc2nsnc12	7%	i	14	6%	-1%	i	0.7	-0.1%	-4%	-2.2%	-0.9	74
N#Cc1nc(Cc2cccc3ccccc23)oc1NCc1ccco1	-7%	i	25	18%	16%	i	0.9	-0.2%	-9%	-3.9%	8.8	47
CN(C(=O)c1ccc(OC2CCN(CCc3ccccc3)CC2)cc1)C1CCOCC1	0%	i	59	6%	6%	i	0.1	0.0%	-15%	-0.5%	1.7	73
CCCC(C)NC(=O)COC(=O)c1ccc(Cl)c(S(N)(=O)=O)c1 (stereo unspecified)	-10%	i	37	8%	0%	i	0.5	-0.1%	-4%	-2.1%	1.5	61
CCOC(=O)c1ccccc1NC(=O)COc1cc(=O)n(CC)c2ccccc12	8%	i	26	12%	-3%	i	0.6	-0.2%	-45%	41%	6.9	90
Cc1nc2cc(-c3sccc3-n3cccc3)nn2c(C)c1C	-18%	i	26	-7%	-6%	i	0.5	-0.1%	10%	1.3%	2.8	90
O=C(Nc1ccc(Cl)cn1)c1ccc2c(c1)OCCO2	14%[20 µM]	i	40	-184%	-23%	i	0.2	0.1%	-41%	-0.4%	-0.3	68
CCOC(=O)c1csc(NC(=O)Nc2cccc(Cl)c2)n1	-7%	i	31	-22%	0%	i	0.7	-0.3%	40%	5.9%	1.1	50
COCCN(CCOC)S(=O)(=O)c1ccc(C(=O)NC2CCN(Cc3ccccc3)CC2)cc1	19%	i	44	26%	2%	i	0.6	-0.2%	32%	5.9%	-1.1	49

A portion of the library; rates above refer to the full screens.
